From PubChem BioAssay
LGR2 antag: blocks bursicon-induced cAMP signaling via Drosophila LGR2; HEK293 LGR2, CRE-luciferase, bursicon-stimulated, 4 h; inhibition, % at 9.99 µM; hit rate 0.35% among 380,000;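 active = drop in luminescence signal, shown as inhibition above about 50% in the replicate tests, limit read from the data, passing the limit was not always enough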;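 also: agonist challenge used bursicon conditioned medium at about half maximal strength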
SIRT5 block: inhibitors of human sirtuin-5 desuccinylase; inhibition, % at 15 µM; Purified SirT5, succinyl-peptide AMC, trypsin-coupled fluorescence; hit rate 1.1% among 330,000; Q9NXA8; in the data active = inhibition above about 15%
Target sequence (Q9NXA8 whole entry, looked up): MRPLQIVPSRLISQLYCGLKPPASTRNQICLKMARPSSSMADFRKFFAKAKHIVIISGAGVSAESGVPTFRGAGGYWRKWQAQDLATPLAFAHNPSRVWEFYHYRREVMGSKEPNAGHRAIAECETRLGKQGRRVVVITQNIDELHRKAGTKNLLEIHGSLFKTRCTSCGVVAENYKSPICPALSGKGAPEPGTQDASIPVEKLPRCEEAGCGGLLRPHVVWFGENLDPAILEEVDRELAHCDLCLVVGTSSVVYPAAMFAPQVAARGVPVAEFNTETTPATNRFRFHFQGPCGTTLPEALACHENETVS
C2C12 statin: protects C2C12 myotubes from simvastatin toxicity; ATP luminescence, 48 h; scaled: DMSO 0, geranylgeraniol control 100; rescue of ATP level, % at 7.49 µM; hit rate 0.78% among 330,000;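 active = mean ATP rescue above about 67%, or every replicate alone reaching that limit, limit read from the data, passing the limit was not always enough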;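 also: myotubes were challenged with 10 µM simvastatin during compound exposure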
FN deposition inh: fibronectin deposition inhibition | AH1F fibroblasts, Alexa488-fibronectin deposition fluorescence, overnight | inhibition, % at 12.6 µM | hit rate 0.086% among 350,000;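 active = mean inhibition across replicates of 30% or more, regardless of how many single replicates reach that level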;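 also: positive control wells lacked labelled fibronectin entirely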
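Assay system: AH1F fibroblast monolayer, labelled fibronectin deposition. Amount: 10000 cells per well. Also added: labelled fibronectin 24 nM. Compound: single-point pinned compound. Incubation: cell attachment 1 h, compound and FN exposure overnight. Detection: fluorescence after three HBSS washes, excitation 485 nm, emission 525 nm. Read-out: inhibition of fibronectin deposition signal.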
esBAF inh: blocks esBAF chromatin remodeling in mouse ES cells; Bmi1-luciferase knock-in reporter, 24 h; 100% = twice the neutral-well signal; reporter increase, % at 12.5 µM; hit rate 2% among 350,000; in the data active = activation above about 40%;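 also: 0% = median of the plate's neutral control wells and 100% = double that signal; a rise in the Bmi1 reporter signal indicates esBAF inhibition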
S100A4 MyoIIA: S100A4-myosin IIA interaction inhibition | hit rate 0.14% among 360,000 | P26447 | S100A4/TAMRA-MyoIIA peptide fluorescence polarization | inhibition, % at 10.7 µM;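 active = mean inhibition of at least 70% across replicates, with every replicate also reaching that level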
Target sequence (P26447 whole entry, looked up): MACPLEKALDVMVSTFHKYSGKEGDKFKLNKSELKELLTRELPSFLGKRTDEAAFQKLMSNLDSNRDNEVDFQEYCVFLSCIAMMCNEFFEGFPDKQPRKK
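Test system: S100A4 monomer protein. Medium: HEPES buffer with Ca2+, pH 7.2. Reagent: fluorescent myosin IIA peptide, 5 nM. Compound dosing: single-point compound testing. Timing: 5 min between mix addition and reading. Benchmarks: DMSO neutral and TFP positive wells.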
Casp6 inh: blocks human caspase-6 cleavage activity | purified caspase-6, Z-VEID-R110 cleavage fluorescence | inhibition, % at 12.5 µM | hit rate 0.53% among 350,000 | AID 686996;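 active = mean inhibition across replicates at least about 35%, with every replicate also reaching that limit, limit read from the data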;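 also: 0% = median of neutral control wells and 100% = no fluorescence left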
Target sequence (P55212 24-179 limits assumed): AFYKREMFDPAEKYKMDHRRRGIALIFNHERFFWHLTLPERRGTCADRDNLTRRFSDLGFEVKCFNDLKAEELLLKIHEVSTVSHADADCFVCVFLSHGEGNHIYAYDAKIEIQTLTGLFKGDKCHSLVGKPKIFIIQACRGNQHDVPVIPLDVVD
Target sequence (P55212 194-293 limits assumed): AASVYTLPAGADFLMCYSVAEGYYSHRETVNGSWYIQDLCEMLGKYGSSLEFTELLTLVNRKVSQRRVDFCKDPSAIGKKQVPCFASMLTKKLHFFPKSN
* marks the source's active call; other numbers are inactive results; . = not tested or not shown.

SMILES	LGR2 antag	SIRT5 block	C2C12 statin	FN deposition inh	esBAF inh	S100A4 MyoIIA	Casp6 inh
COc1ccc2nc(Cl)c(C3CC(c4ccco4)=NN3C(=O)CCCC(=O)O)cc2c1 (configuration not stated)	-11	3	-17	1	5	-1	11
Cc1cc(Cl)c(S(N)(=O)=O)cc1OCC(N)=O	.	.	1	-20	-5	.	.
CN(C)CC(=O)N1[C@@H](C#N)[C@H](c2ccccc2-c2ccc(C(=O)N(C)C)cc2)[C@@H]1CO	17	-2	.	11	.	-8	0
CC(=O)Nc1cccc(NC(=O)c2cccc(Cl)c2)c1	16	.	-14	-5	4	35	-2
Cc1cc(C)cc(NC(=O)CCCN2C(=O)C(c3ccccc3)Oc3cccnc32)c1 (configuration not stated)	9	0	8	3	0	-2	-2
CC(C)(C)c1ccc(C(=O)Nc2ccc(CC(=O)O)cc2)o1	-7	.	2	-2	-79	.	.
O=S(=O)(c1ccccc1)N1CCCCN2[C@@H](CO)[C@@H](c3ccc(C#Cc4ccccn4)cc3)[C@@H]2C1	19	1	1	.	0	11	-4
Cn1c(NNC(=O)c2c(F)cccc2F)cc(=O)n(C)c1=O	1	-4	.	-5	.	2	24
C=CCN(CC=C)Cc1cc(=O)oc2ccccc12	2	-1	10	7	-4	0	0
Fc1ccc2c(c1)C(c1ccc(N3CCOCC3)cc1)=NNC(c1cccs1)=N2	-17	4	20	.	15	0	0
Cc1ccc(S(=O)(=O)NCCCCCCNS(=O)(=O)c2ccc(C)cc2)cc1	12	-9	2	-7	-1	-1	-3
COc1cccc(CNC(=O)c2ccc(COc3ccccc3)cc2)c1	-24	-3	-1	-3	0	0	-5
C=CCN(Cc1nc(-c2cc(OC)c3c(c2)OCO3)oc1C)C1CCS(=O)(=O)C1 (configuration not stated)	-23	0	.	1	.	2	-4
COc1ccc(-n2nc(C(=O)NCC(=O)NCc3ccc(F)cc3)c3ccccc3c2=O)cc1OC	12	3	-6	1	3	0	.
CN(C)S(=O)(=O)Oc1ccsc1C(=O)Nc1cccc(Cl)c1Cl	.	.	10	10	0	.	.
COc1ccc(-c2cn(-c3ccc(C)cc3)c(=O)n2CC(=O)Nc2cccc(F)c2)cc1	.	.	-3	-6	14	.	.
Cc1cc(C)n(-c2nc3ccccc3nc2N2CCC(C)CC2)n1	5	.	-20	-2	-14	.	.
C=CCn1c(=O)c(C(=O)NCCNCC)c(O)c2ccccc21	-23	0	-2	.	6	-1	-55
C/C(CCC(C)C)=N\Nc1cc(C)c2ccccc2n1	-23	0	.	-12	.	-1	0
O=C(CNC(=O)C12CC3CC(CC(C3)C1)C2)N/N=C\c1ccco1	15	2	-4	.	0	-1	-1
NC(=O)c1cccc(-c2noc(-c3ccccc3F)n2)c1	-19	.	0	-8	-52	-1	-1
CC1(C(=O)NS(=O)(=O)c2ccc(Cl)cc2)CCN1C(=O)CC1CCCC1 (configuration not stated)	34	-2	-11	4	10	-1	4
O=C1OCC2=C1C(c1ccccc1)CC(=O)N2c1cccc(F)c1 (configuration not stated)	17	6	.	5	.	-13	-2
CCOC(=O)CCNC(=O)N1CCCC(CNS(=O)(=O)c2cccs2)C1 (configuration not stated)	-8	1	.	0	.	-4	20
CC(C)c1ccc(N(CC(=O)NCC2CCCO2)C(=O)CCC(=O)Nc2nccs2)cc1 (configuration not stated)	6	-1	-6	-3	0	-4	2
C[C@@H]1CN([C@@H](C)CO)C(=O)c2cc(NS(=O)(=O)c3ccccc3)ccc2O[C@@H](C)CCCCO[C@H]1CN(C)C(=O)Nc1cccc2ccccc12	11	-1	.	-3	-3	-23	1
O=c1cc(N2CCc3ccccc32)[nH]c(=O)n1-c1ccccc1Cl	-16	5	.	-1	.	-8	0
Cc1cccc(C)c1NC(=O)CCN1C(=O)C2C3CCC(C3)C2C1=O (configuration not stated)	.	.	8	1	10	.	.
Cc1ccc(S(=O)(=O)N(C)C[C@@H]2OCCCC[C@@H](C)Oc3ccc(NC(=O)c4ccncc4)cc3C(=O)N([C@H](C)CO)C[C@@H]2C)cc1	-11	3	.	-7	-4	-71	0
Cn1cccc1C(=O)NC(=O)COC(=O)c1ccc(S(C)(=O)=O)cc1	-3	1	.	-4	.	-5	-1
C[C@@H]1CN([C@@H](C)CO)C(=O)Cc2cc(NS(=O)(=O)c3cn(C)cn3)ccc2O[C@@H]1CN(C)C(=O)NC1CCCCC1	-4	.	-15	-4	-1	.	.
C[N+](C)(C)CCOC(N)=O	.	5	5	1	-2	-1	1
O=C(Nc1ccc2c(c1)OCCO2)C1c2ccccc2OCC(=O)N1CCc1c[nH]c2ccccc12 (configuration not stated)	3	0	.	.	.	3	1
CCOC(=O)Cn1nc(-c2ccc(C)cc2)c2ccccc2c1=O	5	0	.	.	.	-2	1
C[C@H](CO)N1C[C@H](C)[C@H](CN(C)Cc2ccncc2)OCCCC[C@H](C)Oc2ccc(NC(=O)Nc3ccccc3)cc2C1=O	-20	1	.	0	.	5	-2
CC1(C)C(=O)OC(C(=O)c2ccc(Cl)cc2)C(C)(C)C1=O (configuration not stated)	20	.	.	-1	6	-9	.
CCc1ccccc1NC(=S)N1CCNC(=O)C1CC(=O)OC (configuration not stated)	.	-2	7	3	5	2	-2
O=C(O)c1cc(S(=O)(=O)NC(Cc2c[nH]c3ccccc23)C(=O)O)ccc1Cl (configuration not stated)	-6	0	5	5	20	7	27
CCn1cc(CN2CCN(CC(C)(C)C)C(CCO)C2)c2ccccc21 (configuration not stated)	2	-2	5	2	-54	9	-2
COc1ccc(/C=C2\SC(=S)N(CCCC(=O)NC34CC5CC(CC(O)(C5)C3)C4)C2=O)cc1	.	1	.	.	.	-1	1
C=CCN1C(=O)C2C(C(=O)NCc3ccccc3)C3(C)C=CC2(O3)C1C(=O)NC(C)(C)C (configuration not stated)	.	.	5	-1	-3	.	.
COc1ccc(OC)c(NS(=O)(=O)c2cccc3cccnc23)c1	16	-6	-3	4	0	1	0
COc1ccccc1C(=O)/C=C/c1ccc(N2CCCCC2)c([N+](=O)[O-])c1	-11	-2	0	7	19	-5	-1
O=C(O)CCN1C(=O)C2C3C=CC(C2C1=O)C1C(=O)N(CCC(=O)O)C(=O)C31 (configuration not stated)	2	-1	7	-1	-2	0	1
Cc1ccccc1CN(c1ccc(C(=O)Nc2ccccc2C(=O)NCc2ccco2)cc1)S(C)(=O)=O	18	.	13	-8	6	.	.

In a second layout: entries from further up.
CCOC(=O)Cn1nc(-c2ccc(C)cc2)c2ccccc2c1=O
  LGR2 antag: 5
  SIRT5 block: 0
  C2C12 statin: .
  FN deposition inh: .
  esBAF inh: .
  S100A4 MyoIIA: -2
  Casp6 inh: 1
C[C@H](CO)N1C[C@H](C)[C@H](CN(C)Cc2ccncc2)OCCCC[C@H](C)Oc2ccc(NC(=O)Nc3ccccc3)cc2C1=O
  LGR2 antag: -20
  SIRT5 block: 1
  C2C12 statin: .
  FN deposition inh: 0
  esBAF inh: .
  S100A4 MyoIIA: 5
  Casp6 inh: -2
CC1(C)C(=O)OC(C(=O)c2ccc(Cl)cc2)C(C)(C)C1=O (configuration not stated)
  LGR2 antag: 20
  SIRT5 block: .
  C2C12 statin: .
  FN deposition inh: -1
  esBAF inh: 6
  S100A4 MyoIIA: -9
  Casp6 inh: .
CCc1ccccc1NC(=S)N1CCNC(=O)C1CC(=O)OC (configuration not stated)
  LGR2 antag: .
  SIRT5 block: -2
  C2C12 statin: 7
  FN deposition inh: 3
  esBAF inh: 5
  S100A4 MyoIIA: 2
  Casp6 inh: -2

New compounds follow
SMILES	LGR2 antag	SIRT5 block	C2C12 statin	FN deposition inh	esBAF inh	S100A4 MyoIIA	Casp6 inh
O=C(NCc1ccco1)Nc1ccc([N+](=O)[O-])cc1	-40	1	3	-6	-1	12	2
O=[N+]([O-])c1ccc2nc(NS(=O)(=O)c3ccc(F)cc3)sc2c1	-2	3	0	-5	-2	-2	10
CCOC(=O)c1ccc(Oc2nc(N(C)C)nc(N3CCOCC3)n2)cc1	13	0	.	3	.	-1	3
COC(=O)C1C(=O)c2c([nH]c(C(=O)OC3CCCCC3)c2C)CC1C (configuration not stated)	-59	.	-33	26	63*	0	-4
Cc1ccc(NCc2nc3ccccc3n2C)c(C)c1	1	-4	0	5	-17	1	1
Cc1nn(CC2CC2)c(=O)n1-c1ccc(Cl)cc1	-3	1	6	11	-12	-2	-7
C/C(=N\NC(=S)NCc1ccccc1)c1ccc2ccccc2c1OC(F)F	8	-5	.	.	.	0	7
COc1ccc(NC(=O)N2C[C@H](O)COC[C@@H]3O[C@@H](CC(=O)N4CCOCC4)CC[C@H]32)cc1	0	0	0	-4	2	-12	-1
COc1ccccc1/C=C/C(=O)OC(C)CN1CCOCC1 (configuration not stated)	.	.	2	3	5	.	.
COC(=O)c1sccc1NC(=S)Nc1cccc(F)c1	3	3	.	2	.	4	7
O=C(Nc1ccc(S(=O)(=O)Nc2ncccn2)cc1)C1CC(=O)N(c2ccc(Cl)cc2)C1 (configuration not stated)	5	-2	26	10	0	18	6
C#CC[N+](C)(C)CCCCCCCC	1	-4	.	4	.	-2	-12
COc1ccc2c3c([nH]c2c1)[C@@H](CO)N(C(=O)Nc1cccc(F)c1)CC31CCN(S(=O)(=O)c2cccc(C)c2)CC1	-3	-3	.	7	.	.	.
Clc1ccc(CNc2cnccn2)cc1Cl	-8	-12	4	8	-8	-4	-2
O=C(OCc1ccc(Br)cc1)c1cc([N+](=O)[O-])ccc1N1CCOCC1	24	2	-22	12	-41	-2	-2
C[C@@H]1CCCCO[C@@H](CN(C)C(=O)C2CCCCC2)[C@H](C)CN([C@@H](C)CO)C(=O)c2cc(NC(=O)Nc3ccc4c(c3)OCO4)ccc2O1	2	6	.	.	20	-4	-4
O=C(/C=C/c1ccco1)NC(=S)Nc1cc(-c2nc3ccccc3s2)ccc1Cl	-44	-6	.	-5	.	3	6
Cc1ccc(SC[C@H](C)CN2CC[C@H](NC(=O)OCc3ccccc3)CCC2=O)cc1	-5	.	-2	0	9	-12	3
CC(=O)Nc1ccccc1Sc1ccccc1	-5	2	2	.	-2	4	2
CC[C@]12CCCN3CCc4c(n(c5ccccc45)C(=O)C1)[C@@H]32	21	-1	5	-9	5	-2	3
CCCNC(=O)N1CC2(C1)CN(Cc1ccc(F)cc1)[C@H](CO)c1[nH]c3cc(OC)ccc3c12	0	0	.	-10	.	2	-2
CC(C)CC(=O)Nc1ccnn1C1CCN(C(=O)c2ccccc2F)CC1	-23	0	.	-9	.	-5	3
Cc1ccccc1N1C(S)=C(C#N)C(=O)NC1c1cccs1 (configuration not stated)	.	.	14	4	1	.	.
CN(CCc1ccccc1)C(=O)c1ccc(NC(=O)Cc2ccc(NC(=O)C3CCCN(C(=O)C4CCCCC4)C3)cc2)cc1 (configuration not stated)	19	1	-30	0	15	0	0
COc1ccc(OC)c(/C=C/C(=O)NCCc2nc3ccccc3[nH]2)c1	.	-2	.	-14	.	1	-3
Cc1cccc(C(=O)NCC(=O)N2CCCC2)c1	5	-2	1	.	4	0	-3
O=C(COC(=O)c1nsc(Cl)c1Cl)NC1CCCC1	15	-1	-30	0	-3	-6	-3
O=C(CSc1nnc2scc(-c3ccccc3)n12)N1CCCc2ccccc21	10	-4	27	.	-6	4	5
Nc1nnc(SCc2cn3cc(Cl)ccc3n2)s1	-28	-2	1	.	36	-14	3
COc1ccccc1NS(=O)(=O)c1cc(N2Cc3ccccc3C2=N)ccc1N1CCOCC1	1	-2	.	-5	.	0	5
CC(=O)c1ccc(N2CCN(c3ccc(S(=O)(=O)NCCN(C)C)cc3[N+](=O)[O-])CC2)cc1	9	-1	-1	-4	7	-1	-7
COP(=O)(OC)C(Nc1ccc(C)cc1)c1ccc(Br)cc1 (configuration not stated)	-19	0	1	4	3	5	0
O=[n+]1cc(-c2ccccc2)n([O-])c2c1CCCCC2	.	-2	.	6	.	1	1
COc1ccccc1OCC(=O)NNC(=O)c1c(-c2ccccc2Cl)noc1C	11	0	.	4	.	0	2
COc1cccc(CN(C)C(=O)c2cc(S(=O)(=O)N3CCN(c4ccccc4)CC3)ccc2Cl)c1	17	-9	-19	5	6	3	-7

Marked active in esBAF inh (from the list above):
| molecule | LGR2 antag | SIRT5 block | esBAF inh | S100A4 MyoIIA | Casp6 inh |
| --- | --- | --- | --- | --- | --- |
| COC(=O)C1C(=O)c2c([nH]c(C(=O)OC3CCCCC3)c2C)CC1C (configuration not stated) | -59 | . | 63* | 0 | -4 |

An excerpt; rates above refer to the full screens.
